From PubChem
mIAP block: inhibitors of mouse IAP, primary screen, biochemical, luminescence, uHTS. inhibition, % at 10 µM. AID 2806, 2010. hit rate 0.2% among 330,000. purified mouse IAP, CDP-Star luminescence, 30 min;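 active = inhibition of at least 40% at 10 µM in the primary screen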;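 note: plate controls were DMSO with enzyme for no effect and no enzyme wells for full effect; values of inactives mirror those of a sister screen read the other way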
mIAP act: activators of mouse IAP, primary screen, biochemical, luminescence, uHTS | intestinal alkaline phosphatase [Mus musculus] | muIAP, CDP-Star luminescence, 30 min; hits give high values; 1 = vehicle-only enzyme signal, 0 = enzyme-free wells | activation factor at 10 µM | hit rate 0.24% among 330,000 | AID 2805, 2010;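 active = activation factor of at least 2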; note: the source names both 10 and 20 µM as test concentration; values of inactives mirror those of a sister screen read the other way
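Assay system: mouse IAP enzyme; reagent: chemiluminescent substrate CDP-Star; dosing: test compounds delivered from DMSO solution; schedule: 30 min at room temperature; measured by: luminescence from enzymatic CDP-Star hydrolysis; controls: DMSO-only wells and no-enzyme negative control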
HKDC1 inhibitor: HKDC1 hexokinase inhibitors, primary screen, biochemical, fluorescence, uHTS; Q2TB90; recombinant HKDC1, G6PDH/diaphorase resazurin coupled fluorescence; inhibition, % at 20 µM; hit rate 0.16% among 340,000; AID 493160, 2011;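 active = inhibition above about 35% when tested at 20 µM, limit read from the data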;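 note: plate controls were DMSO wells with enzyme for no effect and DMSO wells lacking enzyme for full effect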
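Test system: HK5 enzyme. Quantity: 5 µg/mL HK5 final. Reagent: glucose and ATP substrates. Schedule: 90 min reaction incubation at room temperature, dark. Technique: resazurin-to-resorufin fluorescence via G6PDH and diaphorase coupling, 525/613 nm. Control set: DMSO wells with and without enzyme mix.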
PfG6PD inh: PfG6PD enzyme inhibitors, primary screen, biochemical, fluorescence intensity, uHTS | PfGluPho enzyme, NADPH resazurin-diaphorase fluorescence | inhibition, % at 20 µM | hit rate 0.78% among 350,000;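 active = inhibition reaching at least a set limit at 20 µM in the primary screen, cut at about 59% in these data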;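 note: 0% = DMSO wells with substrate and 100% = DMSO wells lacking glucose-6-phosphate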
hIAP activ: human IAP activators, primary screen, biochemical, luminescence, uHTS; Intestinal-type alkaline phosphatase (Homo sapiens), P09923; purified human IAP, CDP-Star luminescence, 30 min; hits give high values; 1 = vehicle-only enzyme, 0 = enzyme-free background; activation factor at 10 µM; hit rate 0.16% among 330,000;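 active = activation factor of the enzyme at least 2-fold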; note: the source names both 10 and 20 µM as test concentration; values of inactives mirror those of a sister screen read the other way
Target sequence (P09923 whole entry, looked up): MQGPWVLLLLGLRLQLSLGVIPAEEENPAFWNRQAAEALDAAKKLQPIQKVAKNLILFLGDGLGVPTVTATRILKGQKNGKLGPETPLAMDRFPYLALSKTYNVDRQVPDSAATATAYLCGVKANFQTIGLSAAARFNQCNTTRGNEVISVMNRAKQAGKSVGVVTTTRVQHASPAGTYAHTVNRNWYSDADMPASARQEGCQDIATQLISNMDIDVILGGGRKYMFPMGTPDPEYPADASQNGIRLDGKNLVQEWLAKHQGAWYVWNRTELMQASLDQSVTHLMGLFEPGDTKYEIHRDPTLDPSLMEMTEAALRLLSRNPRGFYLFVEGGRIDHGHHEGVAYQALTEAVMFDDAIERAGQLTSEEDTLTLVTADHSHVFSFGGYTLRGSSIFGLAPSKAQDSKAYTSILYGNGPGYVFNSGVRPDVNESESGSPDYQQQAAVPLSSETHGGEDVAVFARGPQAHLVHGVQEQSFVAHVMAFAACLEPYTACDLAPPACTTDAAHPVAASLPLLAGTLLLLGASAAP
ATG4B inhibitor: ATG4B protease inhibitors, primary screen, biochemical, fluorescence, uHTS. Cysteine protease ATG4B (Homo sapiens), Q9Y4P1. ATG4B cleavage of LC3-PLA2, NBD-HPC fluorescence, 1 h. AID 504462, 2011. hit rate 0.51% among 340,000. inhibition, % at 8.33 µM; in the data active = inhibition above about 40%
Target sequence (Q9Y4P1 whole entry, looked up): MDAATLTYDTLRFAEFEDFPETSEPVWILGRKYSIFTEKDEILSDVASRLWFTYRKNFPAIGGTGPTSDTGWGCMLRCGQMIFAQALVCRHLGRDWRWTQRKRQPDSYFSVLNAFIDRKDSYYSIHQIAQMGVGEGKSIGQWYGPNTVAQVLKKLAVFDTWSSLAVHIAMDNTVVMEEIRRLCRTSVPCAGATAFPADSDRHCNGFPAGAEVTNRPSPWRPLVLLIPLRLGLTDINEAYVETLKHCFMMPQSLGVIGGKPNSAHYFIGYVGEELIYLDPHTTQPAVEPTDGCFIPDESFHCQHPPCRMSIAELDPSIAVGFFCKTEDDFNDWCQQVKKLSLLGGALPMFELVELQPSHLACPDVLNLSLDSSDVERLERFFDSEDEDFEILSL
hIAP block: human IAP inhibitors, primary screen, biochemical, luminescence, uHTS | AID 2544, 2010 | hit rate 0.12% among 330,000 | Intestinal-type alkaline phosphatase (Homo sapiens), P09923 | inhibition, % at 10 µM | purified IAP, CDP-Star luminescence, 30 min;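 active = inhibition reaching a set limit with compound at 10 µM in the primary screen, cut at about 35% in these data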;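 note: plate controls were DMSO wells with enzyme for no effect and no-enzyme buffer wells for full effect; values of inactives mirror those of a sister screen read the other way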
A3A deaminase: APOBEC3A ssDNA deaminase inhibitors, primary screen, selectivity assay for APOBEC3G inhibitor project, biochemical, FAM/TAMRA oligo cleavage fluorescence. DNA dC->dU-editing enzyme APOBEC-3A (Homo sapiens), P31941. recombinant A3A, FAM/TAMRA ssDNA deamination fluorescence. inhibition, % at 20 µM. hit rate 0.41% among 330,000;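 active = at least 40% inhibition at 20 µM here, with at most 30% in a related deaminase screen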;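 note: plate controls were A3A with DMSO for no effect and wells lacking A3A enzyme for full effect; some results filed as inactive read as strong as hits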
Active calls of the source: *.

mIAP block	mIAP act	HKDC1 inhibitor	PfG6PD inh	hIAP activ	ATG4B inhibitor	hIAP block	A3A deaminase	SMILES
-4	1	-2	-5	0.92	60*	8	1	CCn1c(N2CCN(S(=O)(=O)c3ccc(Cl)cc3)CC2)nc2ccccc21
8	0.92	-2	-10	1	-1	-1	-1	O=S(=O)(c1ccc2ccccc2c1)N1CCCCCC1
0	1	6	0	1	-1	-4	-4	CC(C)CC(=O)N1CCN(c2ccc(NC(=O)c3ccco3)cc2)CC1
2	0.98	-6	19	1.2	13	-20	4	COc1cccc(CNCCc2c[nH]c3ccccc23)c1OCc1ccccc1
10	0.9	-11	9	1.1	-2	-6	-1	O=C(c1ccc2c(c1)OCO2)C1CCCN(Cc2ccc3cccc(F)c3n2)C1 (stereo not given)
10	0.9	-24	-11	1.5	1	-46	-5	O=C(NNC(=S)NC(=O)c1ccccc1)c1cccc([N+](=O)[O-])c1
4	0.96	-2	9	1	17	-1	1	CCN(CC)S(=O)(=O)c1cccc(-c2n[nH]c(=S)n2/N=C/c2ccc(OC)cc2)c1
0	1	-3	-14	0.98	-1	2	-2	Clc1ccc(Cc2nnc(-c3cccs3)o2)cc1
6	0.94	-6	-1	0.97	4	3	-3	CCC(=O)N1CCc2cc(S(=O)(=O)CCC(=O)NCc3ccc(C)cc3)ccc21
2	0.98	-2	-6	1.1	-8	-9	4	O=C(NCc1ccc(F)cc1)c1cc(S(=O)(=O)N2CCOCC2)ccc1F
6	0.94	4	36	0.85	0	15	2	COc1ccc(N2C(=O)C(Cl)=C(Nc3ccccc3O)C2=O)cc1
3	0.97	3	23	1	2	0	-2	Brc1ccc(CSc2nnc(Cc3c[nH]c4ccccc34)o2)cc1
10	0.9	-5	-8	1	-3	-3	2	O=[N+]([O-])c1ccc(NS(=O)(=O)N2CCOCC2)cc1
-6	1.1	-5	-15	1	3	-1	6	Cc1cc(C)c2nc(NC(=O)c3cc(C)on3)sc2c1
3	0.97	-1	-11	1.1	0	-10	4	Cc1cc(N2CCCCC2)nc(N2CCCCC2)n1
-7	1.1	0	2	0.91	-5	10	-2	CC1(C)CC(=O)C=C(NCCN2CCN(C(=S)Nc3ccccc3)CC2)C1
3	0.97	-7	0	0.93	-4	7	0	CC(C)(Oc1ccc(Cl)cc1)C(=O)NCCCn1ccnc1
1	0.99	-4	2	0.92	-4	8	-2	Cn1nc(CC(=O)NC2CCCCCC2)c2ccccc2c1=O
-22	1.2	-5	-2	1	2	-3	-1	COc1cccc(C2N(c3ccc(Cl)cc3)C(=O)C3CCCN32)c1 (stereo not given)
4	0.95	3	-26	1.3	-6	-34	-2	COc1cc(OC)cc(C(=O)Nc2nc(-c3ccccc3)c(-c3ccccc3)o2)c1
10	0.9	-10	5	0.92	-4	8	-2	C/C(=N\NC(=O)c1c(Cl)cnn1C)c1ccc(NC(=O)c2ccncc2)cc1
13	0.87	-8	-13	0.87	6	13	2	Cc1c(C(c2cccc([N+](=O)[O-])c2O)c2c(C)n(C)n(-c3ccccc3)c2=O)c(=O)n(-c2ccccc2)n1C
7	0.93	-6	44	0.84	-15	16	2	COc1ccccc1-c1cc(C(=O)N/N=C/c2cccs2)c2ccccc2n1
-9	1.1	-8	-1	1.1	-7	-7	4	COc1ccc(C(=O)CNC2=NCCC2)cc1

Whole records, quoted from the list. Screens in order: mIAP block	mIAP act	HKDC1 inhibitor	PfG6PD inh	hIAP activ	ATG4B inhibitor	hIAP block	A3A deaminase
Profile of Cn1nc(CC(=O)NC2CCCCCC2)c2ccccc2c1=O : 1	0.99	-4	2	0.92	-4	8	-2
Profile of COc1cccc(C2N(c3ccc(Cl)cc3)C(=O)C3CCCN32)c1 (stereo not given) : -22	1.2	-5	-2	1	2	-3	-1
Profile of C/C(=N\NC(=O)c1c(Cl)cnn1C)c1ccc(NC(=O)c2ccncc2)cc1 : 10	0.9	-10	5	0.92	-4	8	-2
Profile of CC(C)(Oc1ccc(Cl)cc1)C(=O)NCCCn1ccnc1 : 3	0.97	-7	0	0.93	-4	7	0

(listing goes on)
mIAP block	mIAP act	HKDC1 inhibitor	PfG6PD inh	hIAP activ	ATG4B inhibitor	hIAP block	A3A deaminase	SMILES
7	0.93	4	-12	0.95	12	5	-4	Cc1nc(SCC(=O)c2ccccc2)[nH]c(=O)c1Oc1ccc(Cl)cc1
-2	1	2	-8	1	-16	-4	-1	COc1nn(CC(=O)N2N=C(C)CC2(O)C(F)F)cc1[N+](=O)[O-] (stereo not given)
4	0.95	-4	6	1	5	-3	1	CCN(CC)S(=O)(=O)c1ccc(NC(=O)c2ccccn2)cc1
3	0.97	-3	-3	0.97	-9	3	-1	Cc1cc(NC(=O)c2ccc(Cl)cc2)n(CCC#N)n1
-20	1.2	6	-3	1.3	9	-32	-4	C#CCOCCOCCOCCNc1nc(N2CCN(C(=O)[C@H](CO)n3cc([C@@H](N)C(C)C)nn3)CC2)nc(N2CCN(C(=O)[C@H](CCC(=O)O)n3cc([C@@H](N)CCCCN)nn3)CC2)n1
-2	1	-1	-4	0.83	-3	17	7	Cc1cc(N2CCCC2)c(C)cc1C=O
-8	1.1	-1	0	0.89	9	11	1	CC(=O)NCCC(=O)Nc1ccc(F)cc1C
2	0.98	2	4	1	3	-1	20	COc1ccc(C(=O)OCC(=O)NCc2ccco2)cc1OC
-3	1	-6	-1	1.4	-7	-36	-1	CCCCC(=O)Nc1ccc(C(=O)NNC(=O)CCc2ccccc2)cc1
-6	1.1	-7	-2	0.89	17	11	-4	Cc1cc(C)nc(N2CCC(C(=O)NCc3cccs3)CC2)n1
-5	1	-12	-8	1	-5	-4	1	CC1(C)C2([N+](=O)[O-])CN3CC1([N+](=O)[O-])CN(C2)C31CCCC1
-3	1	3	-17	0.9	-8	10	1	Cc1cc(NC(=O)CCOc2ccccc2)no1
-9	1.1	1	2	1.1	11	-11	-1	COc1cc(S(=O)(=O)N2CCN(c3ccccc3F)CC2)ccc1Cl
-6	1.1	5	7	1.1	-15	-6	-5	COc1ccc(Nc2nc(N3CCOCC3)nc(N3CCOCC3)n2)cc1Cl
-4	1	-1	-4	0.97	4	2	-3	CCOC(=O)CCc1c(C)c(C#N)c2nc3ccccc3n2c1-n1ccnc1C
-6	1.1	0	-13	1	6	-2	-1	N#CCCN(C(=O)COC(=O)C1=NNC(=O)CC1)c1ccccc1
-2	1	-5	-11	0.91	-8	9	0	CCOC(=O)c1sc(NC(=O)C(C)Sc2nnc(N)s2)nc1C (stereo not given)
4	0.96	-3	0	0.96	-11	4	11	O=C(Cc1ccc(S(=O)(=O)N2CCOCC2)s1)NCCOc1ccccc1F
-11	1.1	0	2	1.2	1	-22	-4	CN(C)c1ccc(-c2nn3c(C4CCCCC4)nnc3s2)cc1
-2	1	6	-8	1.2	0	-16	-1	COc1ccccc1N1CCN(/N=C\c2ccccc2)CC1
1	0.99	-1	14	1.3	6	-34	2	COc1ccccc1/C=C/C(=O)NNC(=O)c1cccs1
6	0.94	0	-13	1.4	10	-41	16	CCCCN(C)C(=O)c1cccc(OC2CCN(CC(C)(C)C)CC2)c1
-6	1.1	-7	1	0.98	0	2	1	Cn1ccc(NC(=O)Nc2cccc(C(F)(F)F)c2)n1
-9	1.1	-11	-9	1	-8	-3	3	CC(C)(C)S(=O)c1cccs1 (stereo not given)
-8	1.1	-4	3	0.98	-4	2	-2	COc1ccccc1NC(=O)c1ccc(NC(=O)COC(=O)c2cccnc2Cl)cc1
-2	1	-6	2	0.86	-12	14	-4	CCN(CC)S(=O)(=O)c1ccc(N2CCN(c3ccccc3OC)CC2)c(N)c1
10	0.9	-8	-4	0.97	-10	3	-2	COc1ccc(-c2[nH]ncc2CN2C[C@@H]3CCC[C@H]2C3)c(F)c1
-1	1	0	4	1.2	4	-15	5	COc1ccc(NC2=C(Cl)C(=O)N(c3ccccc3)C2=O)c(OC)c1
-7	1.1	-3	0	0.96	-3	4	2	Cc1nn(C)cc1S(=O)(=O)N1CCN(c2ccccc2)CC1
8	0.92	-7	-5	0.8	-4	20	-4	CC(C)(C)CNc1cc(N2CCCC2)ccc1[N+](=O)[O-]
-10	1.1	0	12	1.1	-7	-12	5	Cc1ccc(C(=O)OCC(=O)NCc2ccco2)cc1
-4	1	-2	-18	0.93	2	7	-6	CC(C)C(NC(=O)OC(C)(C)C)C(=O)NC(CCC(=O)OCc1ccccc1)C(N)=O (stereo not given)
-12	1.1	-6	-2	1	0	-4	-5	CCOC(=O)c1sc(NC(=O)CSc2ncccn2)nc1C
-3	1	-1	-9	0.95	4	5	19	CC(=O)c1nc(N2C(=O)C3CC=C(C)CC3C2=O)sc1C (stereo not given)
10	0.9	3	9	1	-8	-2	-4	CCOC(=O)C1C(=O)NC(c2ccccc2)=NC1c1cccc(Br)c1 (stereo not given)
7	0.93	-1	9	0.98	-3	2	-2	COCC(=O)N(Cc1ccccc1)c1ccccn1
-5	1.1	-13	10	1.5	-4	-46	-2	Cc1ccc(OCCCc2c(C)n[nH]c2C)cc1
-2	1	-4	8	1.1	-5	-6	77*	C[n+]1ccc(C(=O)NCc2ccccc2)cc1
-8	1.1	-3	-6	1.2	-2	-23	-2	COc1ccc(C(=O)c2c[nH]c(C(=O)NCC3CCCO3)c2)cc1 (stereo not given)
-6	1.1	15	-17	1.2	4	-17	-5	COc1ccc(NC(=O)C2CCN(C(=O)NCc3ccccc3)CC2)cc1
6	0.94	1	-10	0.9	7	10	-5	COc1ccc(C(=O)c2ccc(OC)c(N)c2)cc1N
-3	1	-5	-12	1	5	-3	-4	CCCCNC(=O)C1C2C=CC(C2)C1C(=O)O (stereo not given)
0	1	3	13	1	-6	-3	-2	CN(CCOc1ccccc1)CC(=O)Nc1ccc(Br)cc1F
-22	1.2	-13	-10	1.1	-5	-9	-3	CCOC(=O)CCNC(=O)Nc1ccc2nc(C)n(Cc3cccc(Cl)c3)c(=O)c2c1
-19	1.2	0	37	1.1	12	-13	-3	Cc1ccc(NC(=O)c2csc3c2CCCC3)cc1
0	1	-4	-25	0.97	1	3	0	CCOC(=O)N1CCN(C(=O)CCc2c(C)nc3nc(C)nn3c2C)CC1
-4	1	4	35	1.2	-4	-20	4	CCn1c2ccccc2c2cc(NC(=O)c3ccco3)ccc21
-9	1.1	16	-12	1.1	5	-10	1	CCOc1ccc(-n2c(SCC(=O)N3CCc4ccccc43)nnc2-c2c[nH]c3ccccc23)cc1
22	0.78	19	32	0.85	11	15	15	Cc1cc(C)c2nc(N3C(=O)C(O)=C(C(=O)c4ccco4)C3c3ccco3)sc2c1 (stereo not given)
4	0.96	-3	4	1.3	3	-26	-3	COc1ccc(/C=C2\SC(=O)N(CCC(=O)NCCCn3ccnc3)C2=O)cc1

A run of entries taken from the entries so far:
mIAP block	mIAP act	HKDC1 inhibitor	PfG6PD inh	hIAP activ	ATG4B inhibitor	hIAP block	A3A deaminase	SMILES
22	0.78	19	32	0.85	11	15	15	Cc1cc(C)c2nc(N3C(=O)C(O)=C(C(=O)c4ccco4)C3c3ccco3)sc2c1 (stereo not given)
4	0.96	-3	4	1.3	3	-26	-3	COc1ccc(/C=C2\SC(=O)N(CCC(=O)NCCCn3ccnc3)C2=O)cc1
